Source: PubChem BioAssay
PNC assembly inh = High Content Assay for Compounds that inhibit the Assembly of the Perinucleolar Compartment; actives 3.1% (n = 140,000); PC3M PTB-GFP, PNC prevalence imaging, 16 h; stronger effect = lower value; activity change (PNC), negative = inhibition, % at 10 µM;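 active = readout at or below -70, meaning at least 70% loss of cells showing the perinucleolar compartment, a nuclear body marking cancer cells; inconclusive = readout between -30 and a set limit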;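 also: plate controls were DMSO wells for no effect and camptothecin positive control wells for full effect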
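Compounds are pinned in duplicate onto adhered PC3M cells stably expressing GFP-tagged PTB and incubated 16 h at 37 C. Cells are then fixed, nuclei stained with Hoechst, and PNC-positive cells counted.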
15-hLO-2 inh = qHTS Assay for Inhibitors of 15-hLO-2 (15-human lipoxygenase 2); Polyunsaturated fatty acid lipoxygenase ALOX15B (Homo sapiens), O15296; purified 15hLO-2, xylenol orange hydroperoxide absorbance; Potency, µM (highest dose often 57.1 µM), for inactives: at the highest dose activity change, negative = inhibition, actives largely listed as inhibitors; actives 0.56% (n = 110,000); AID 881, 2007; also: potency is read from the fitted curve at half-maximal effect; nearly all actives have a fitted effect of over 60% in size; many of its hits are not listed in these tables
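Purified human 15hLO-2 (50 nM final) preincubated with compounds 15 min at room temperature in 25 mM Hepes pH 7.5, 0.01% Triton X-100, then 45 uM arachidonic acid added for 90 min; hydroperoxide detected via ferrous/xylenol orange, 573/405 nm absorbance ratio.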
ALOX12 inhib = qHTS Assay for Inhibitors of 12-hLO (12-human lipoxygenase) | actives 0.12% (n = 150,000) | Potency, µM (highest dose often 57.1 µM), without a hit: top-dose activity change, negative = inhibition, actives largely listed as inhibitors | AID 1452, 2008 | purified 12-hLO, xylenol orange hydroperoxide absorbance; also: potency is read from the fitted curve at half-maximal effect; nearly all actives have a fitted effect of over 55% in size; many of its hits are not listed in these tables
Target sequence (P18054 whole entry, looked up): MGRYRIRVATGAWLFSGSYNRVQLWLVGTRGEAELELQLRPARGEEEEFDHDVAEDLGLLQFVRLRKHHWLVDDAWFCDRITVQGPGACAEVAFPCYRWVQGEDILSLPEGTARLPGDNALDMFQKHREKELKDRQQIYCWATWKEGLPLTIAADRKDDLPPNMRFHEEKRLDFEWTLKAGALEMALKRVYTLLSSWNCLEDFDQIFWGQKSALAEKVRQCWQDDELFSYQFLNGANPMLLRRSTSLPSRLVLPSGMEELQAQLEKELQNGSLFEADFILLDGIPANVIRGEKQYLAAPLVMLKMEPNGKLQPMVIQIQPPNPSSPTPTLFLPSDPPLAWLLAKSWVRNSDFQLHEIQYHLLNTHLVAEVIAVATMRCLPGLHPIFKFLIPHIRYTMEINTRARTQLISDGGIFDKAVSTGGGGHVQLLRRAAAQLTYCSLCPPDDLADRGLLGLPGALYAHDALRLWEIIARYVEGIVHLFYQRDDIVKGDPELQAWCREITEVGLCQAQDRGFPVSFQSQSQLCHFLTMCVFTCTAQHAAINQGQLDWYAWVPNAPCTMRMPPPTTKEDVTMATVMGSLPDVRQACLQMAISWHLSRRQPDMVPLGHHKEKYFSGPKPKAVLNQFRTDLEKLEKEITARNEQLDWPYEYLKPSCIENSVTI
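Purified human 12hLO (150 nM), preincubated 15 min with compound, then 40 uM arachidonic acid for 30 min, room temperature, Hepes pH 7.0 with 0.01% Triton X-100. Hydroperoxide detected by ferrous iron/xylenol orange; 573/405 nm absorbance ratio gives reaction progress.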
IMPase inh = qHTS Assay for Identifying the Cell-Membrane Permeable IMPase Inhibitors. Inositol monophosphatase 1 (Rattus norvegicus), P97697. CHO-M1 cells, IP1 accumulation, HTRF TR-FRET ratio. inhibition (IP1 accumulation), % at 46.1 µM. 120,000 tested, under 10 active; active = well fitted curve in the direction sought with a large enough effect in the signal ratio, not every such curve was filed as active; inconclusive = small, poorly fitted or top-dose-only effect, or a change in a side signal; inactive = no such curve, though single readings can be large or run the other way; the % refers to the signal ratio;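 also: cells stimulated with carbachol in lithium chloride buffer; plate controls were DMSO basal wells for no effect and reference inhibitor wells for full effect; higher means more IMPase inhibition seen as more IP1 and lower FRET ratio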
Target sequence (P97697 whole entry, looked up): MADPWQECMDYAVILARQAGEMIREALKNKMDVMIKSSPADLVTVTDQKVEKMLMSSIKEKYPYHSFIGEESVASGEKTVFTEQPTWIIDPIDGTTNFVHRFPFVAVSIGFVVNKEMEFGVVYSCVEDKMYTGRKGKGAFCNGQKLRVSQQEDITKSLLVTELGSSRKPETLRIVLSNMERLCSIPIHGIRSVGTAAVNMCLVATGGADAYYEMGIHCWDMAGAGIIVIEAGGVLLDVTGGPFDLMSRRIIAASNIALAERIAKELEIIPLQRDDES
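Elevated IP1 in lysates lowers TR-FRET signal (665/620 ratio and 620 channel reported). Cells were CHO-M1, given carbachol (50 uM as added) plus 50mM LiCl, pH 7.4, 30 min, 37C; compounds titrated up to 46 uM; AC50 by Hill equation.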
An asterisk follows results filed as active; ? = inconclusive; nt = no result given; [ ] = remark or other dose. Unless noted, calls follow the shape of the dose curve; as a rule, active = well fitted curve in the direction sought with a large enough effect; inconclusive = small, poorly fitted or top-dose-only effect, or another doubt; inactive = no such curve, though single readings can be large; an effect the other way counts as inactive or inconclusive. Unless noted, % is scaled to controls: 0 for no effect and ±100 for the full control effect. The list is partial (hit frequency here may not be typical).

#	SMILES	PNC assembly inh	15-hLO-2 inh	ALOX12 inhib	IMPase inh
1	COc1ccc(Cn2c(C)c(C)c(C#N)c2NC(=O)Nc2ccc(Cl)cc2)cc1	16	-13%	-13%	-6
2	CCOc1cccc(-c2nnc3sc(-c4cc(OC)c(OC)cc4OC)nn23)c1	16	1%	-7%	2
3	CCCOC(=O)Nc1ccc(N2CCCCC2)cc1	32	5%	-2%	0
4	Clc1cccc(N2CCN(Cc3nc(-c4ccccc4)no3)CC2)c1	5	-1%	-12%	2
5	O=C(CSc1nc(-c2ccco2)cc(C(F)(F)F)n1)N1CCSCC1	-12	nt	-1%	11
6	Cc1ccccc1OCc1nc2c3cnn(C)c3ncn2n1	12	-5%	0%	11
7	COc1ccc(-c2cc(C(F)(F)F)nc(S(C)(=O)=O)n2)cc1OC	16	-4%	-20%	11
8	COc1ccc(C)cc1N(CC(=O)O)S(=O)(=O)c1ccc(C)cc1	1	0%	2%	-13
9	CC(C)n1c(SCC(=O)Nc2ccccc2N2CCOCC2)nc2c1c(=O)n(C)c(=O)n2C	-3	nt	-3%	4
10	CCSc1nc2c(c(=O)[nH]c(=O)n2C)n1C	?	-6%	3%	0
11	CN(C)c1ccc(C(CC(=O)O)NC(=O)c2ccc(Cl)cc2)cc1 (stereo not given)	-2	-1%	11%	9
12	Cc1c(Cl)c([N+](=O)[O-])nn1CCCC(=O)Nc1sc2c(c1C#N)CCC2	?	-17%	-3%	2
13	O=C(CSCc1ccccc1Cl)NNC(=O)c1ccccc1	42	5%	4%	3
14	Cc1ccc(C(=O)Nc2cc(Cl)ccc2Oc2ccccc2)cc1[N+](=O)[O-]	?	nt	6%	-3
15	COCCN1C(=O)N[C@@H](c2ccc(Br)cc2)C(C(C)=O)=C1C	?	nt	-3%	nt
16	CCCCn1nnnc1SCC(=O)NCc1ccccc1	10	1%	-3%	3
17	CCN(CC)C(=O)CSc1ccc(C(F)(F)F)cc1[N+](=O)[O-]	-3	nt	-1%	nt
18	CCN1CCN(c2ccc(NC(=O)COc3ccccc3Cl)cc2)CC1	?	13%	5%	19
19	O=C(Nc1nonc1NC(=O)C1CCCCC1)C1CCCCC1	?	-16%	-1%	5
20	CN(C)c1ccc(/C=N/Nc2ccc(-n3ccnc3)nn2)cc1	10	37%[activator]	6%	15
21	CC(C)NC(=O)C1(O)c2ccccc2NC(=O)N1c1ccc(Cl)c(Cl)c1 (stereo not given)	-8	10%	-6%	-6
22	COc1ccc(N2CCN(C(c3ccco3)c3sc4nc(C)nn4c3O)CC2)cc1 (stereo not given)	2	nt	-2%	nt
23	COC(=O)c1ccc(C(NC(=O)OCc2ccccc2)/C(=C/[C@@H](C)C(=O)NCc2ccc(OC)c(O)c2)c2cccnc2)cc1 (stereo not given in full)	nt	18%	-3%	nt
24	CCOC(=O)N1CCN(Cc2cc(=O)oc3ccc4ccccc4c23)CC1	-11	-11%	2%	9
25	COc1cccc(N(CC(=O)Nc2ccccc2C)S(C)(=O)=O)c1	-13	-5%	-4%	-10
26	O=C1C=C(NC2CC2)C2(CCCCC2)O1	?	4%	0%	0
27	Nc1ccc(C(=O)OCC(=O)Nc2cc([N+](=O)[O-])ccc2F)cc1	-14	nt	0%	1
28	COC(=O)c1cccc(NC(=O)C23CC4CC(C2)CC(n2cncn2)(C4)C3)c1	-18	nt	0%	7
29	O=C(COC(=O)Cn1cnc2ccccc2c1=O)Nc1ccc(Cl)cc1	11	nt	-1%	2
30	COc1ccc(N(CC(=O)N/N=C/c2ccc(-c3ccc([N+](=O)[O-])cc3)o2)S(=O)(=O)c2ccc(C)cc2)cc1Cl	15	-20%	-13%	-7
31	COc1ccccc1-c1nc2s/c(=C\c3cccs3)c(=O)n2n1	-17	-28%	-7%	-4
32	CN(C)C(=O)c1ccc(-c2ccc3ncnc(NCc4cccnc4)c3c2)cc1	nt	-6%	-3%	nt
33	CCOC(=O)c1cnn(-c2ccccc2)c1NC(=O)CCl	?	nt	1%	nt
34	COCCOC(=O)C1=C(C)NC(=O)NC1C1CC=CCC1 (stereo not given)	-27	8%	-5%	-3
35	CC(C)C(=O)Nc1c2c(nc3c1CCC3)CCCC2	15	-2%	0%	4
36	Cc1ccccc1-c1ccc(=O)n(CC(=O)Nc2ccc(C(=O)N3CCCC3)cc2)n1	17	0%	-5%	-1
37	O=C(CCN1C(=O)COc2ccccc21)NCCN1CCOCC1	-30	5%	-3%	5
38	Cc1cc(OCC(=O)O/N=C(\N)Cc2cccs2)ccc1Br	13	19%	2%	-1
39	O=C(Nc1ccccc1)C(=O)c1cn(CC(=O)N2CCCCC2)c2ccccc12	?	nt	2%	-5
40	COc1ccccc1CNc1ccc(C(=O)O)cc1	-1	7%	10%	-11
41	CC1CCC/C(=N\NC(=O)c2ccncc2)C1 (stereo not given)	13	nt	1%	nt
42	Clc1ccc(SCc2cc(-c3ccccc3)no2)cc1	36	4%	-8%	8
43	Cc1ccc(NC(=O)N2CCCN(Cc3ccc(F)cc3)C2)cc1C	?	53%[activator]	?	1
44	COc1ccc(N=C2C(=O)N3CCCc4cccc2c43)cc1	37	nt	-2%	nt
45	COc1ccc(C(=O)NC(=S)Nc2ccc3c4c(cccc24)CC3)cc1OC	?	nt	2%	nt
46	Cc1ccc(-n2c(SCC(=O)NCc3ccco3)nc3sc4c(c3c2=O)CC(C)(C)SC4)cc1	?	-5%	-16%	-7
47	Cc1cnn(CCC(=O)NNC(=S)NCC(C)C)c1	-13	nt	-2%	nt
48	Cc1cc(C(=O)N2CCN(c3ncccn3)CC2)c(C)o1	?	6%	-1%	0
49	Cc1nn(Cc2ccc(Cl)cc2)c(C)c1NC(=O)Cn1nc([N+](=O)[O-])c(Cl)c1C	1	-17%	-9%	-2
50	Cc1cnc(NC(=O)c2c(O)c3cccc4c3n(c2=O)CCC4)s1	16	5%	-1%	1
51	Cn1cccc1/C=N/n1cnnc1	39	0%	-1%	8
52	CCC(=NC(CC)CO)C1=C(O)CC(C)(C)CC1=O (stereo not given)	23	-1%	-1%	0
53	CC(C)NS(=O)(=O)c1ccc2c(c1)oc(=O)n2C	-26	nt	2%	-11
54	COC(=O)c1c(-c2ccc3ccccc3c2)csc1NC(=O)Cc1ccc(OC)c(OC)c1	35	-7%	-6%	13
55	COc1ccc(-c2cccc(C(=O)Nc3ccc(C)cc3)c2)cc1	-18	-12%	3%	0
56	COc1ccccc1C(=O)Nc1c2c(nn1-c1cccc(C)c1C)CS(=O)(=O)C2	?	-9%	0%	18
57	COc1ccc(/C=N/n2cnc3scc(-c4cccs4)c3c2=O)cc1OC	?	nt	2%	nt
58	O=C(Nc1ccc(S(=O)(=O)N2CCCC2)cc1)C1COc2ccccc2O1 (stereo not given)	-90*	nt	-1%	-5
59	COC(=O)CCP(=O)(O)Cc1ccccc1CP(=O)(O)CCC(=O)OC	-24	-18%	2%	0
60	Cn1cnnc1SCC(=O)c1ccc2c(c1)OCCO2	14	1%	7%	-7

New compounds follow
#	SMILES	PNC assembly inh	15-hLO-2 inh	ALOX12 inhib	IMPase inh
61	OCCCNc1nc(-c2ccc(Br)cc2)nnc1-c1ccc(Cl)cc1	13	nt	-1%	nt
62	CC1CN(S(=O)(=O)c2cccc(C(=O)NCCCn3ccnc3)c2)CC(C)O1 (stereo not given)	1	15%	-2%	8
63	COc1cccc(-c2nn(-c3ccccc3)cc2C(=O)Nc2nccs2)c1	?	50%[activator]	-26%	1
64	CC(C)(C)n1ncc2c(=O)n(CC(=O)N3CCN(c4ccccc4)CC3)cnc21	29	2%	-5%	4
65	N#Cc1nc(COc2ccccc2Cl)oc1NCc1ccco1	35	-6%	-9%	5
66	C=CCc1ccc(OCCOc2cccc3cccnc23)c(OC)c1	21	nt	-4%	nt
67	CCn1c(SCC(=O)Nc2cccc(F)c2)nnc1-c1cc2cc(Br)ccc2o1	?	3%	-5%	?
68	Cc1nn(Cc2ccc(C(=O)NC(C)(C)C)o2)c(C)c1Br	19	-28%	2%	7
69	COC(=O)c1cccc(NS(=O)(=O)c2cccs2)c1C	14	-4%	-10%	-15
70	Cn1nccc1C(=O)N1CCc2ccccc21	25	nt	3%	5[0.0738 µM]
71	COc1ccc(-n2c(=O)c3ccccc3c3ccccc3c2=O)c(OC)c1	19	nt	1%	-6
72	COc1cccc(NC(=O)CSc2nc3ccccc3c(=O)n2Cc2cccs2)c1	-7	nt	-1%	nt
73	Cc1c(Cc2ccc3c(c2)OCO3)sc(NC(=O)c2cccc3ccccc23)c1C(N)=O	36	nt	-3%	nt
74	CCCc1cc(-c2n[nH]c(=S)n2CC(C)C)cs1	-7	nt	-17%	nt
75	CCC(C(=O)N1CC2(C)CC1CC(C)(C)C2)N1C(=O)c2ccccc2C1=O (stereo not given)	?	1%	-5%	-1
76	NC(=O)c1ccsc1NC(=O)COC(=O)c1ccccc1NCc1ccco1	-7	5%	1%	1
77	O=P(O)(CCc1ccccn1)CN1CCCCC1	-19	0%	6%	1
78	CC1CCN(c2cc(C#N)c(C#N)cc2[N+](=O)[O-])CC1	24	-5%	-9%	-4
79	Cc1nn(-c2cc(C)c3ccccc3n2)c2c1CCC2	29	1%[11.4 µM]	2%	16[1.84 µM]
80	O=C(NCc1ccc(Cl)cc1)C1C2C=CC3(CN(Cc4cccnc4)C(=O)C13)O2 (stereo not given)	-17	2%	-1%	-17
81	O=C(Nc1cccc2oc(=O)ccc12)c1ccc([N+](=O)[O-])cc1[N+](=O)[O-]	25	nt	6%	nt
82	Cc1ccc(-c2nnc(-c3ccc(NC(=O)Cc4cccs4)cc3)o2)cc1	12	-26%	12%	1
